# PglD DTNB – inhibitors of Campylobacter jejuni PglD acetyltransferase | purified PglD enzyme, DTNB colorimetric CoA detection | inhibition, % at 12.5 µM | actives 0.098% (n = 360,000) | AID 602405; in the data active means inhibition above about 16%, passing the limit was not always enough; inconclusive means no clear call, values can overlap the other calls; further: strong numbers were not always called active
# PGC1a acetyl inh – PGC1a acetylation modulation, inhibitor mode; actives 0.17% (n = 350,000); U2OS PGC1a acetylation, AlphaScreen anti-acetyl-lysine; with virally co-expressed GCN5 acetyltransferase; inhibition, % at 15.6 µM;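 active means every replicate shows inhibition of at least 40%; inconclusive means mean inhibition at least 40% but some replicate below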;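 further: 0% = neutral control wells and 100% = positive control wells; some results beyond the cut were filed as inactive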
# ARNT TACC3 PPI – disruptors of human ARNT/TACC3 interaction | AID 623870 | AlphaScreen His-ARNT PAS-B/GST-TACC3 binding, luminescence; TACC3 fragment carries E629A point mutation | inhibition, % at 9.99 µM | actives 0.66% (n = 390,000) | Q9Y6A5;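 active means mean inhibition of replicates at least 50% and at least half of replicates each reaching 50%; inconclusive means half or more replicates reach 50% but mean below 50%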;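 further: 0% = complete ARNT plus TACC3 wells and 100% = ARNT alone without TACC3; many hits fall short of the cut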
# LGR2 antag – blocks bursicon-induced cAMP signaling via Drosophila LGR2; HEK293 LGR2, CRE-luciferase, bursicon-stimulated, 4 h; actives 0.35% (n = 380,000); AID 720647; inhibition, % at 9.99 µM;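 active means drop in luminescence signal, shown as inhibition above about 50% in the replicate tests, limit read from the data, passing the limit was not always enough; inconclusive means probably only some replicates passing the limit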;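 further: agonist challenge used bursicon conditioned medium at about half maximal strength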
# Statin myotox sup – suppressors of simvastatin-induced myotoxicity in C2C12 myotubes; ATP luminescence, 48 h; scaled: DMSO 0, geranylgeraniol control 100; actives 0.78% (n = 330,000); rescue of ATP level, % at 7.49 µM;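 active means mean ATP rescue above about 67%, or every replicate alone reaching that limit, limit read from the data, passing the limit was not always enough; inconclusive means no clear call, values can overlap the other calls; inactive means mean under the limit and some replicate under it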;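 further: myotubes were challenged with 10 µM simvastatin during compound exposure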
# GSIS activator – primary screen for activators of insulin secretion dependent on glucose, INS-1E cells, GLuc reporter luminescence; INS-1E GLuc reporter insulin secretion, 2-3 h; activation, % at 16.6 µM; actives 0.61% (n = 370,000); AID 743287;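 active means lowest replicate activation of at least 40%, so every replicate reaches that level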;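 further: 0% = median of neutral control wells and 100% = median of IBMX positive control wells; some compounds called inactive have numbers as strong as hits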
# Cneo AK release – Cryptococcus neoformans lysis via adenylate kinase release; C. neoformans lysis, adenylate kinase release luminescence, 4 h; normalised: neutral wells 0, clomiphene wells 100; lysis activity, % at 15 µM; actives 0.2% (n = 360,000); AID 651654;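 active means mean lysis activity across replicates of at least 80%, whatever share of replicates individually reach that level; inactive means mean lysis activity below 80%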
#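 read-out = cell lysis signal | test system = log-phase Cryptococcus neoformans yeast cells | input = cells at 5 × 10^6 per mL | medium = fresh YPD growth medium | signal = luminescent adenylate kinase detection reagent | timing = 4 h at 37 °C static, read 1 h later | dosing = single dose | controls = Clomiphene as positive lysis control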
# PAX8 inh HTS – inhibitors of PAX8 transcriptional activity in RMG-I cells | RMG-I TPO-luciferase reporter, SteadyGlo, 24 h | inhibition, % at 12.6 µM | actives 1.2% (n = 360,000) | AID 652154;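 active means mean replicate inhibition at least 60% with every replicate also reaching 60%; inconclusive means only one of the two criteria is met; inactive means mean below 60% and not all replicates reaching 60%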;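 further: luciferase light reporting Pax8 driven TPO promoter activity; plate controls were median of neutral control wells for no effect and mitoxantrone controls for full effect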
# An asterisk follows results filed as active; ? = inconclusive; nt = not tested or not shown; & = joins results of further samples.
SMILES,PglD DTNB,PGC1a acetyl inh,ARNT TACC3 PPI,LGR2 antag,Statin myotox sup,GSIS activator,Cneo AK release,PAX8 inh HTS
N#C[C@@H]1[C@@H](c2ccc(C#CC3CC3)cc2)[C@H](CO)N1C(=O)c1cccc(F)c1,3,6,8,8,-7,8,44,24
CC(=O)N(C)C[C@@H]1Oc2cc(C#CC3CCCC3)ccc2S(=O)(=O)N([C@@H](C)CO)C[C@H]1C,2,8,2,0,-7,-10,-1,21
C[C@@H]1CN([C@H](C)CO)S(=O)(=O)c2ccc(-c3cccc(C#N)c3)cc2O[C@H]1CN(C)C,2,-10,nt,nt,-5,-1,-1,-13
O=C(CCn1c(=O)c2ccccc2n(Cc2cccnc2)c1=O)NCc1ccc2c(c1)OCO2,2,6,-4,19,-2,-11,3,nt
O=C(C[C@H]1C[C@@H]2c3cc(NC(=O)Nc4ccc(F)cc4)ccc3O[C@@H]2[C@H](CO)O1)NC1CCCCC1,-3,-7,3,-9,-23,6,0,3
Cc1ccc(C2C(C(=O)c3cc4ccccc4o3)=C(O)C(=O)N2CCN2CCOCC2)o1 (stereo unspecified),-6,-6,18,nt,11,15,-4,-1
CCn1c(SCC(=O)Nc2ccccc2)nc2c(c1=O)SCC2,-3,3,nt,nt,-2,nt,-1,13
S=c1[nH]c(-c2ccccc2)cn1/N=C/c1cccc2ccccc12,nt,4,-1,5,nt,-8,nt,-13
Cc1ccc(C(=O)N2CCN(c3ccc(NC(=O)c4cccnc4Cl)cc3)CC2)cc1,0,nt,-2,3,-6,-8,-1,22
[N-]=[N+]=Nc1ccccc1C[C@@]1(C(=O)NCc2ccccc2)N=C(c2ccc(OCCCO)cc2)O[C@@H]1c1ccccc1,-2,-6,9,nt,nt,nt,-7,nt
COc1cccc(-c2cn(CC[C@@H]3CC[C@@H](NC(=O)CC4CC4)[C@@H](CO)O3)nn2)c1,3,-7,-18,-8,-1,9,2,-14
Cc1ccc(C(CC(=O)O)Nc2nc(N3CCOCC3)nc(N3CCOCC3)n2)cc1 (stereo unspecified),nt,nt,-2,-4,nt,-8,nt,-8
CCN(C(=O)COC(=O)Cn1c(C)csc1=O)c1c(N)n(Cc2ccccc2)c(=O)[nH]c1=O,7,nt,-14,-4,3,1,0,-10
COc1ccc(NC(=O)Cc2c[nH]c3ccccc23)cc1S(=O)(=O)N1CCCCC1,0,-19,0,-10,16,-8,0,12
CC12CC3OC3CC1CCC1C2CCC2(C)C1CCC21OCCO1 (stereo unspecified),nt,-11,20,-8,-7,-6,nt,-3
CC(c1ccco1)N(C(=O)C12CC3(C)CC(C)(CC(C)(C3)C1)C2)c1ccccn1 (stereo unspecified),2,7,-4,nt,12,nt,-2,nt
Cc1cc(F)ccc1NCc1ccncc1,-5,nt,-16,nt,11,nt,-1,nt
C[C@H](CO)N1C[C@H](C)[C@@H](CN(C)C(=O)NC2CCCCC2)Oc2ccc(NC(=O)Cc3cn(C)c4ccccc34)cc2C1=O,1,-3,-6,nt,-9,1,-7,12
COc1ccc(CN(C)C[C@@H]2OCCCC[C@H](C)Oc3ccc(NC(=O)NC(C)C)cc3C(=O)N([C@H](C)CO)C[C@@H]2C)cc1,1,-9,3,4,21,0,4,1
C[C@@H]1CN([C@H](C)CO)C(=O)Cc2cc(NS(=O)(=O)c3cn(C)cn3)ccc2O[C@H]1CN(C)S(=O)(=O)c1cccs1,-3,7,0,13,-8,18,0,-12
CC1=NCCN1CCNC(=O)Nc1ccc(F)cc1,5,-4,2,-3,nt,-10,-2,-37
CC1CCCCC1NC(=O)C1CCN(S(=O)(=O)N2CCOCC2)CC1 (stereo unspecified),nt,?,0,5,nt,12,nt,nt
Cc1sc(NC(=O)C2CCCC2)c(C#N)c1C,-7,1,-5,nt,nt,nt,-1,-9
O=C(CSc1nnc(-c2cccnc2)n1CCc1ccccc1)N1CCCCC1,2,2,-7,nt,2,nt,0,nt
CCN(CC(=O)Nc1c(F)cccc1F)C(=O)CCCc1nc2ccccc2c(=O)[nH]1,4,-4,-6,9,13,8,-2,-4
COc1ccc(CCC(=O)NCc2cn3ccsc3n2)cc1,7,10,2,nt,7,nt,11,nt
O=C(Nc1ccc(NC(=O)c2cccs2)cc1)c1ccccc1,2,-2,-7,-25,-43,3,1,-47
COc1ccc(C[C@@H]2CCc3cnnn3COC[C@H](CC(C)C)NC2=O)cc1,nt,nt,nt,-2,nt,5,1,1
O=C(O)C1=C[C@@H](C2CC2)C[C@@H](OCCCCO)O1,-6,4,12,5,-2,8,-1,8
COc1ccccc1CNC(=O)c1n[nH]c2ccccc12,-5,1,3,-32,1,-11,-2,-43
O=S(=O)(NC1CCCCC1N1CCC(O)CC1)c1ccccc1 (stereo unspecified),-3,2,-4,-4,-4,-6,3,-53
C[C@@H]1CN([C@H](C)CO)C(=O)c2cc(NC(=O)NC3CCCCC3)ccc2O[C@@H](C)CCCCO[C@@H]1CN(C)Cc1ccccc1,2,-9,5,-10,nt,-19,2,21
CC1=C(C(=O)Nc2ccccc2C)C(c2ccc(C)o2)n2c(s/c(=C/c3ccccc3)c2=O)=N1 (stereo unspecified),-7,nt,1,nt,7,nt,2,4
Cc1nc(SC(C)C(=O)NC2CCCC2)c2ccccc2n1 (stereo unspecified),0,-6,-1,3,-24,15,-1,47
Cc1noc(C)c1NC(=O)Nc1ccc2c(c1)C(=O)N([C@@H](C)CO)C[C@H](C)[C@H](CN(C)S(=O)(=O)c1ccccc1)OCCCC[C@@H](C)O2,1,0,-4,-10,nt,7,-3,-9
CCOC(=O)c1c(N)sc2c1CCN(CCc1ccccc1)C2,9,nt,-1,4,-14,-11,0,2
CC(=O)N1c2ccc(S(=O)(=O)N3CCCC(C(=O)Nc4ccc(F)cc4)C3)cc2CC1C (stereo unspecified),-3,-1,-4,-8,17,-14,1,35
Cn1c(SCC(=O)Nc2cccc(Br)c2)nnc1-c1cc2ccccc2o1,-3,4,-9,nt,nt,nt,-2,nt
C[C@@H]1CCCCO[C@@H](CN(C)Cc2ccc3c(c2)OCO3)[C@@H](C)CN([C@@H](C)CO)C(=O)c2cc(NC(=O)CCC(F)(F)F)ccc2O1,3,-1,-1,14,nt,-12,0,-5
C=C(C)c1ccc(C(C)(C)NC(=O)N(Cc2ccccc2)Cc2ccco2)cc1,3,-2,4,nt,-20,nt,-2,nt
O=C(COC(=O)c1ccc(Br)o1)NCc1ccc(Cl)cc1,1,-16,-5,-1,4,1,1,-6
O=C(C[C@H]1CC[C@@H](NC(=O)Nc2cccc(F)c2)[C@@H](CO)O1)NCC1CC1,3,1,-1,-3,-96,-1,2,0
C[C@@H]1C[C@H]2[C@@H]3CCC4=CC(=O)C=C[C@]4(C)[C@@]3(F)[C@@H](O)C[C@]2(C)[C@@]1(O)C(=O)CO,-3&-2,-8&-15,-10,6,2&19,-9,-2&-1,-2
COc1cc(OC)c(C(=O)NC2CCCCCC2)cc1OC,3,2,-44,nt,-33,nt,1,8
CNC[C@@H]1Oc2ccc(NC(=O)Nc3ccc(OC)cc3)cc2C(=O)N([C@H](C)CO)C[C@@H]1C,-3,-9,nt,-22,2,15,-3,-16
COc1ccc(OC)c(NC(=O)Cc2cccs2)c1,-1,3,2,0,-5,7,8,3
CCC(=O)Nc1ccc(Cl)c(NC(=O)c2cccc(OC)c2)c1,nt,2,nt,-31,-9,0,nt,17
Cc1noc(C)c1NC(=O)Nc1cccc2c1O[C@@H](CN(C)C(=O)Nc1cccc3ccccc13)[C@H](C)CN([C@@H](C)CO)C2=O,4,0,16,-5,-4,5,55,17
COc1ccc(-c2csc(NC(=O)c3cc(C)oc3C)n2)cc1OC,-1,-7,12,9,-6,18,0,4
O=C(CSc1nnc(NC(=O)c2ccccc2)s1)NCc1ccco1,-2,0,1,0,-5,8,-8,-46
O=C(N=Nc1c(O)[nH]c2ccccc12)c1cc(-c2ccc(F)cc2)n[nH]1,nt,nt,-7,-4,nt,7,nt,8
COc1ccc(S(=O)(=O)N(C)C[C@H]2OCc3ccccc3-c3ccccc3C(=O)N([C@H](C)CO)C[C@@H]2C)cc1,0,-1,11,5,5,-22,-3,nt
COC(C(=O)N1CCC(n2nccc2NC(=O)C2CC2)CC1)c1ccccc1 (stereo unspecified),-4,8,-7,-5,1,6,-1,-38
CCn1nc(C(=O)Nc2ccc(C)c(C)c2)c(Cl)c1Cl,8,-5,-3,nt,1,nt,2,-41
CC1CCN(S(=O)(=O)c2ccc(NC(=O)CN3CCN(C)CC3)cc2)CC1,-5,-6,4,-3,-4,3,-2,nt
CC(=NO)C1CCC2C3CCC4=CC(=NO)CCC4(C)C3C(=O)CC12C (stereo unspecified),-3,2,-3,2,2,1,0,24
Cc1ccc(OCC(=O)N2CCN(c3ccc([N+](=O)[O-])c(N4CCOCC4)c3)CC2)cc1,-6,8,13,21,20,-15,0,nt
O=C(O)c1ccc(Cn2cc(C(F)(F)F)ccc2=O)cc1,3,nt,2,20,7,-8,-1,5
Cc1cccc(C(=O)N[C@@H](C)C(=O)N2CCN(c3ncccn3)CC2)c1,-3,nt,4,17,3,5,4,3
Nc1sc2c(c1C(=O)c1ccccc1)CCCC2,6,12,-6,nt,-5,nt,0,4

# Entries from the list above containing bromine, in the order listed:
SMILES,PglD DTNB,PGC1a acetyl inh,ARNT TACC3 PPI,LGR2 antag,Statin myotox sup,GSIS activator,Cneo AK release,PAX8 inh HTS
Cn1c(SCC(=O)Nc2cccc(Br)c2)nnc1-c1cc2ccccc2o1,-3,4,-9,nt,nt,nt,-2,nt
O=C(COC(=O)c1ccc(Br)o1)NCc1ccc(Cl)cc1,1,-16,-5,-1,4,1,1,-6

# Retrieved by structure from the list above, 5 records:
SMILES,PglD DTNB,PGC1a acetyl inh,ARNT TACC3 PPI,LGR2 antag,Statin myotox sup,GSIS activator,Cneo AK release,PAX8 inh HTS
Cc1ccc(OCC(=O)N2CCN(c3ccc([N+](=O)[O-])c(N4CCOCC4)c3)CC2)cc1,-6,8,13,21,20,-15,0,nt
CC1CCN(S(=O)(=O)c2ccc(NC(=O)CN3CCN(C)CC3)cc2)CC1,-5,-6,4,-3,-4,3,-2,nt
COc1ccc(-c2csc(NC(=O)c3cc(C)oc3C)n2)cc1OC,-1,-7,12,9,-6,18,0,4
COC(C(=O)N1CCC(n2nccc2NC(=O)C2CC2)CC1)c1ccccc1 (stereo unspecified),-4,8,-7,-5,1,6,-1,-38
O=C(CSc1nnc(NC(=O)c2ccccc2)s1)NCc1ccco1,-2,0,1,0,-5,8,-8,-46

# Screens: PubChem, Broad Institute
